MsrA inh: bovine MsrA enzyme inhibitors, primary screen, biochemical, absorbance, HTS; Methionine sulfoxide reductase A (Bos taurus); purified bovine MsrA, absorbance read-out; inhibition, % at 15.5 µM; 360,000 tested, 0.75% active; AID 651718, 2012; in the data active means inhibition above about 4.5%;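 further: 0% = vehicle wells with enzyme and 100% = reference inhibitor wells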
MT1-MMP act inh: blockers of MT1-MMP proenzyme processing, primary screen, HT1080 RFP-PRO-GFP cells, GFP/RFP fluorescence; Matrix metalloproteinase-14 (Homo sapiens), P50281; GFP/RFP ratio fluorescence, overnight; percent of plate control window, DMSO zero; GFP/RFP ratio change, % at 20 µM; 360,000 tested, 0.061% active; AID 651647, 2012;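 active means GFP/RFP ratio change of at least 30% with cell ATP level not reduced by more than half and red fluorescence within 50% of control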; further: strong numbers were not always called active
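Test system: HT1080 cells expressing an RFP-PRO-GFP fluorescent reporter construct / Compound dosing: single-point 20 µM compound, 1% DMSO / Schedule: cells overnight before dosing, compound overnight, 37 °C, 5% CO2 / Evaluation: GFP/RFP fluorescence ratio / Control set: DMSO and RFP-L50D-GFP cell wells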
CendR NRP1 mod: modulators of CendR peptide binding to NRP-1, primary screen, biochemical, fluorescence polarization, uHTS; Neuropilin-1 (Homo sapiens), O14786; FAM-RPARPAR peptide binding to NRP-1; inhibition, % at 25 µM; 360,000 tested, 0.85% active;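 active means inhibition or corrected inhibition above about 18%, plus a signal ratio from 0.5 to 1.5, limit read from the data, passing the limit was not always enough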; further: strong numbers were not always called active
MsrA act: bovine MsrA enzyme activators, primary screen, biochemical, absorbance, HTS. Methionine sulfoxide reductase A (Bos taurus). 360,000 tested, 0.3% active. activation, % at 10.6 µM. purified bovine MsrA, absorbance read-out; in the data active means activation above about 7.5%;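 further: 0% = vehicle and 100% = reference activator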
SKN-1 inh: suppressors of acrylamide-induced Pgst-4::GFP reporter in worms, primary screen, SKN-1 inhibitor project, whole organism, uHTS, GFP/RFP fluorescence ratio, strain VP596; 360,000 tested, 0.49% active; C. elegans VP596 Pgst-4::GFP/RFP ratio, 24 h; inhibition, % at 21.8 µM;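 active means interference check ratio from 0.5 to 1.5 plus GFP to RFP signal ratio inhibition reaching or exceeding a fixed threshold, cut at about 30% in these data, passing the limit was not always enough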; further: some compounds called inactive have numbers as strong as hits
FAS TE block: FAS thioesterase domain inhibitors, primary screen, biochemical, fluorescence intensity, uHTS; recombinant FAS-TE, OMFH fluorogenic substrate, fluorescence endpoint; inhibition, % at 15 µM; 360,000 tested, 0.67% active;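 active means compounds whose normalised, plate-corrected inhibition of enzyme fluorescence in the single-dose primary screen is 50% or more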;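 further: 0% = DMSO with enzyme and 100% = substrate without enzyme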
Target sequence (P49327 whole entry, looked up, the tested form may be a part): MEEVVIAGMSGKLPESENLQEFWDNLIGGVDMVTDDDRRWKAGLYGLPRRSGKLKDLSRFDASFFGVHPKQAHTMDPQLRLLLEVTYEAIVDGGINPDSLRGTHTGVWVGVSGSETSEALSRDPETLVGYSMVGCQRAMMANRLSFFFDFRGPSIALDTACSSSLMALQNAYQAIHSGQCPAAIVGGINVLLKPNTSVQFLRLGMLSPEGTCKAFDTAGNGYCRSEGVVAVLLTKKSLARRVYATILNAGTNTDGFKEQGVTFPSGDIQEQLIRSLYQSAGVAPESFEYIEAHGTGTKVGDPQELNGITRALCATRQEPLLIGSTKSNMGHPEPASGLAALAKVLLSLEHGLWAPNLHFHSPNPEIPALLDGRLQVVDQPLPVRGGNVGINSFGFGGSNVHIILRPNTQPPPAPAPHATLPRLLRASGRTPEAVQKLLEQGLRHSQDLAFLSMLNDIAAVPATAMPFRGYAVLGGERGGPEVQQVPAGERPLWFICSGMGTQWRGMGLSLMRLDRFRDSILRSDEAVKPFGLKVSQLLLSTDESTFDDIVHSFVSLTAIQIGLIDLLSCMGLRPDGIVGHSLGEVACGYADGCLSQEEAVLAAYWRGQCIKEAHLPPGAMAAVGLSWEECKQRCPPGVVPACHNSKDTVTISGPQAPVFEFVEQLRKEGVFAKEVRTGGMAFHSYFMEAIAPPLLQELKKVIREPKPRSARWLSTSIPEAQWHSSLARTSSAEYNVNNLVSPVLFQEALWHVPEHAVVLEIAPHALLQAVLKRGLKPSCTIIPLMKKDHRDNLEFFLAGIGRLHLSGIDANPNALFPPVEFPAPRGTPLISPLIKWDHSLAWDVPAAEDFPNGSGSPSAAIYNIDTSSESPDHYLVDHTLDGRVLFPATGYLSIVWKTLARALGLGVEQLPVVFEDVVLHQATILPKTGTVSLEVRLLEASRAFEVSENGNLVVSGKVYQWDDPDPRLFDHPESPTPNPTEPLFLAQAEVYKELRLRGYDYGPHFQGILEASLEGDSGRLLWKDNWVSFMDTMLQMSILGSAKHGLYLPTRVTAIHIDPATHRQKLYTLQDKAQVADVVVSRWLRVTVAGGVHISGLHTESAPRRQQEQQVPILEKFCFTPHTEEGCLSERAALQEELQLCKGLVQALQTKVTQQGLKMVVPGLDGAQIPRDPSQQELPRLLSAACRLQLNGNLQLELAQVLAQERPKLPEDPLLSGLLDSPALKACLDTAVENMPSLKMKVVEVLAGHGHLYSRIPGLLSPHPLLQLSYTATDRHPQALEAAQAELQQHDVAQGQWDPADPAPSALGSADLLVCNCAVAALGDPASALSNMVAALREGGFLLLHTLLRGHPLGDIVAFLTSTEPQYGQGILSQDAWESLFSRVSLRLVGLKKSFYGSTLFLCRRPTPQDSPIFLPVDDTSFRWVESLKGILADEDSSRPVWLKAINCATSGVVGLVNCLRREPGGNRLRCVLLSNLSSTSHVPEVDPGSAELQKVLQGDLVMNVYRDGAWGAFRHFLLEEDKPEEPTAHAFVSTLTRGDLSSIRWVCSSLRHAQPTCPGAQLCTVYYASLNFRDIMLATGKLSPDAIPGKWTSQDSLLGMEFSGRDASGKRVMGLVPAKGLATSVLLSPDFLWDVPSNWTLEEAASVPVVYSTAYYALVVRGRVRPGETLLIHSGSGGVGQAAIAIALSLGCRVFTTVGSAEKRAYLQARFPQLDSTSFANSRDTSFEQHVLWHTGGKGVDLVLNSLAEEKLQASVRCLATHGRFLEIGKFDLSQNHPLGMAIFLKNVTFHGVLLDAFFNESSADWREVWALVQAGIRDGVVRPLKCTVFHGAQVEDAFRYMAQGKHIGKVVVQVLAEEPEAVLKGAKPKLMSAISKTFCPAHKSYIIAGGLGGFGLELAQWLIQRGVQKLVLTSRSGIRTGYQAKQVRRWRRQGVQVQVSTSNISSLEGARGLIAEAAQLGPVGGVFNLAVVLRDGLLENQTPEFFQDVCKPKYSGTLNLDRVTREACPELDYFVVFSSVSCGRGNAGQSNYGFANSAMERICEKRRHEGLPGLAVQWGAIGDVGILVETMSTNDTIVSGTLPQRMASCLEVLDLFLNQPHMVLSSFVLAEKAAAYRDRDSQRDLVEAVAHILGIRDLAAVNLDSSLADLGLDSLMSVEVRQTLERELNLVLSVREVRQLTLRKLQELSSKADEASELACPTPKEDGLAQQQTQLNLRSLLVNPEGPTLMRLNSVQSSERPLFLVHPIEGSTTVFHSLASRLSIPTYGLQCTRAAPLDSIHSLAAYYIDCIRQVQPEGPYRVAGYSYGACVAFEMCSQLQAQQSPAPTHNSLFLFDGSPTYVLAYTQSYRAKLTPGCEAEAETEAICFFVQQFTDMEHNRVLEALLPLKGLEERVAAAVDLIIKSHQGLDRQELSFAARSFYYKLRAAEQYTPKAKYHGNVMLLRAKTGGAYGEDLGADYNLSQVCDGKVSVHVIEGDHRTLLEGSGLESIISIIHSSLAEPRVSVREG
PABP1 MLLE inh: inhibitors of PABP1 MLLE–PAM2 peptide binding, primary screen, biochemical, fluorescence polarization, FITC-PAM2, GST-MLLE | inhibition, % at 20 µM | 360,000 tested, 0.36% active | AID 588489, 2011; in the data active means inhibition above about 35%, passing the limit was not always enough;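 further: plate controls were DMSO wells with GST-MLLE for no effect and wells lacking GST-MLLE protein for full effect; some results filed as inactive read as strong as hits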
E coli Lon inh: inhibitors of E. coli Lon protease, primary screen, biochemical, fluorescence polarization; inhibition, % at 7.94 µM; 360,000 tested, 0.42% active; AID 602123, 2011; P0A9M0; purified E. coli Lon protease; in the data active means inhibition above about 13%, passing the limit was not always enough;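 further: 0% = enzyme with probe and DMSO and 100% = no enzyme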
Tb MetRS inh: T. brucei MetRS inhibitors, primary screen, biochemical, luminescence; purified T. brucei MetRS, ATP depletion, Kinase-Glo luminescence; inhibition, % at 11.9 µM; 360,000 tested, 0.4% active; AID 624268, 2012;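 active means inhibition above a per-plate cutoff of the control wells' mean inhibition plus 3 SD, cut at about 5.5% in these data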;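 further: 0% = DMSO wells median and 100% = median of wells with control inhibitor compound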
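System: purified T. brucei MetRS enzyme / Detection: Kinase-Glo luciferase luminescence reporting remaining unconsumed ATP / Medium: HEPES buffer with MgCl2, KCl, DTT, spermine, BSA, pyrophosphatase / Replication: singlicate, one well per compound / Evaluation: percent inhibition relative to median high and low control wells / Schedule: 2 h aminoacylation at 25 °C after 15 min preincubation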
The depositor's hits bear a star; x = not tested or not shown; & = joins results of further samples.

1) O=C(COC(=O)c1cccc(-n2cnnn2)c1)c1ccc(Br)cc1
2) COc1cc(CN(C(=S)NCC(=O)NC2CC2)C2CCCC2)cc(OC)c1OC
3) CCC1CCC2(CC1)NC(=O)N(CC(=O)N1CCc3ccccc31)C2=O (centres undefined)
4) Cc1ccc(F)cc1NC(=O)COC(=O)COc1ccc(C#N)cc1
5) NNC(=O)CCC(=O)Nc1ccccc1
6) Cc1cc(C=C2C(=O)c3ccccc3C2=O)c(C)n1-c1ccc(Cl)cc1

Compound,1,2,3,4,5,6
MsrA inh,-1.5,-0.4,0.5,0.5,-0.1,-0.5
MT1-MMP act inh,-7,-3,-1,-1,-5,-6
CendR NRP1 mod,5,13,-8,-2,3,-14
MsrA act,0,-9,-12,-2,-13,-3
SKN-1 inh,18,5,5,4,-15,8
FAS TE block,15,-13,2,-5,-12,-5
PABP1 MLLE inh,7,-145,-10,-3,13,-16
E coli Lon inh,-4,-8,8,-3,0,-10
Tb MetRS inh,-0.1,-1.1,-0.1,-0.3,-1.1,-0.3

7) CN1CCN(c2ccc(S(=O)(=O)N3CCOCC3)cc2NC(=O)COc2ccc(F)cc2Cl)CC1
8) COc1ccc(NC(=O)c2nc(SC)ncc2Cl)cc1
9) O=C1NCCCC1C(=O)N/N=C/c1ccc([N+](=O)[O-])cc1 (centres undefined)
10) O=C(Nc1cnc2ccccc2c1)N1CCCCC1
11) Cc1c(O)c(CN2CCCC2)cc2c3c(c(=O)oc12)CCC3
12) CCOC(=O)Cn1nc(C)c2c1CCCC2=O

Compound,7,8,9,10,11,12
MsrA inh,-0.4,0.6,4.3,0.6,1.7,-0.7
MT1-MMP act inh,-3,-4,1,5,-13,3
CendR NRP1 mod,-6,8,6,-7,-27,-2
MsrA act,0,0,-3,-1,-4,-3
SKN-1 inh,-4,2,28,-16,3,-14
FAS TE block,3,0,10,-8,-8,-10
PABP1 MLLE inh,-2,6,-9,6,-17,2
E coli Lon inh,-1,7,3,0,3,-13
Tb MetRS inh,1.0,-0.7,-0.6,-0.6,-0.3,-0.6

13) CCCNC(=O)C1(C)CCN(C(=O)c2cc(F)ccc2C)C1 (centres undefined)
14) COC(=O)C(NS(=O)(=O)c1ccc(NC(C)=O)cc1)C(C)C (centres undefined)
15) Cn1c(NCc2ccco2)nc2c1c(=O)n(Cc1ccc(Cl)cc1Cl)c(=O)n2C
16) CCc1ccc(C(=O)/C=C/c2cnn(C)c2C)s1
17) O=Cc1cnc(N2CCN(c3ccccc3)CC2)s1
18) Cc1nonc1NC(=O)CSc1nc2ccc(Cl)cc2[nH]1

Compound,13,14,15,16,17,18
MsrA inh,1.2,-0.3,1.3,3.6,2.8,0.2
MT1-MMP act inh,5,-2,-3,5,3,1
CendR NRP1 mod,0,0,-10,5,-2,5
MsrA act,-3,-1,-1,-4,-12,1
SKN-1 inh,-17,-3,12,8,4,-2
FAS TE block,-4,-8,2,-6,0,0
PABP1 MLLE inh,2,-7,-9,7,9,-14
E coli Lon inh,6,-8,0,5,-1,0
Tb MetRS inh,-0.1,-0.3,0.3,0.4,-0.9,19*

19) COc1ccccc1Nc1nnc(SCC(=O)NC(=O)Nc2ccc3c(c2)OCCO3)s1
20) O=c1[nH]c(=O)n(C2OC(CO)C(O)C2O)cc1F (centres undefined)
21) CC(NC(=O)CSCc1ccccc1Br)c1ccccc1 (centres undefined)
22) COc1ccc(/C=N/NC(=O)c2cccc([N+](=O)[O-])c2)cc1OC
23) CCOc1ccc(N2CC(C(=O)OCC(=O)c3ccc(OC)cc3)CC2=O)cc1 (centres undefined)
24) CC(Oc1ccc(Cl)cc1)C(=O)Nc1ncccn1 (centres undefined)

Compound,19,20,21,22,23,24
MsrA inh,-0.8,x,0.8,3.3,2.2,-0.2
MT1-MMP act inh,9,7,0,5,-1,-1
CendR NRP1 mod,-2,-3,12,-4,5,7
MsrA act,-2,-2,-4,-12,0,1
SKN-1 inh,9,-9,-8,5,13,12
FAS TE block,-2,-8,-1,-5,2,-6
PABP1 MLLE inh,-13,-2,-1,3,5,-3
E coli Lon inh,-5,-5,12,2,9,9
Tb MetRS inh,0.3,-0.4,-0.1,-0.1,-0.5,-0.3

25) COc1ccc(OC)c(-c2csc(NC(=O)CSc3ccccc3)n2)c1
26) CCOC(=O)N/N=C/c1c(C)c(C(=O)c2ccc(F)cc2)n2ccccc12
27) COc1ccc(Cl)cc1NC(=O)CN(C)C(=O)c1cc(C)oc1C
28) Cc1ccc(OCc2nnc(NC(=O)c3cccnc3)s2)cc1
29) Oc1ccc(C(=S)N2CCCCC2)cc1Cl
30) Cc1ccc(C)c(NC(=O)c2nc(-c3ccccc3)n(-c3ccccc3)n2)c1

Compound,25,26,27,28,29,30
MsrA inh,-0.1,0.0,-0.8,0.4,1.1,1.5
MT1-MMP act inh,-8,2,3,-2,4,-7
CendR NRP1 mod,-17,9,7,2,4,2
MsrA act,-4,-2,-1,-2,-1,-2
SKN-1 inh,-3,-3,2,8,-28,-18
FAS TE block,17,-8,15,-3,-5,26
PABP1 MLLE inh,15,4,-4,1,-11,-5
E coli Lon inh,-3,-9,-15,-5,-4,-6
Tb MetRS inh,-0.1,-0.7,-0.1,-0.1,0.0,0.6

31) O=C(c1cc(-c2ccc(Cl)cc2Cl)on1)N1CCCC1
32) O=C(CN1C(=O)NC2(CCCCCC2)C1=O)c1ccc(Cl)s1
33) O=C(NCc1cccnc1)C1CCC(CNS(=O)(=O)c2cccc3nsnc23)CC1 (centres undefined)
34) Cc1ccc(-c2cc(C(F)F)n3ncc(C(=O)N4CCc5ccccc54)c3n2)cc1
35) Cc1cc(N2CCCC2=O)ccc1S(=O)(=O)NCCOc1ccccc1
36) Fc1ccc(CNCc2cccc(Br)c2)cc1

Compound,31,32,33,34,35,36
MsrA inh,0.1,1.1,0.2,-0.9,-0.2,1.3
MT1-MMP act inh,-1,1,5,-11,3,-2
CendR NRP1 mod,-1,0,5,0,0,2
MsrA act,-3,-3,-4,-4,-2,-5
SKN-1 inh,19,7,6,13,-5,17
FAS TE block,5,8,-7,52*,-3,-5
PABP1 MLLE inh,5,-9,-6,-3,-3,-2
E coli Lon inh,-5,-11,-5,-5,1,-2
Tb MetRS inh,2.8,-0.1,0.2,-0.6,-0.4,-0.3

37) Cn1cccc1CC(=O)NNC(=O)Nc1ccccc1F
38) COc1cc2c(cc1OC)C(c1ccc(OC)c(OC)c1OC)CC(=O)N2 (centres undefined)
39) C=CCn1c(SCn2nnc3ccccc3c2=O)nc2scc(-c3cccs3)c2c1=O
40) COC(=O)C1=CNC=C(C(=O)OC)C1c1ccccc1Cl
41) CC1(C)CCC(C)(C)NC(=S)N1
42) CCCN(CC(=O)Nc1ccccc1C)C(=O)c1ccc(OCC(=O)N2CCOCC2)c(OCC)c1

Compound,37,38,39,40,41,42
MsrA inh,0.3,0.0,0.0,1.6,1.6&-1.5,0.2
MT1-MMP act inh,0,-2,-4,-6,1&6,-2
CendR NRP1 mod,4,-4,-1,14,6&4,14
MsrA act,-2,-12,-8,-3,-1&0,-1
SKN-1 inh,4,0,11,-9,4&1,1
FAS TE block,-8,-5,27,-5,-12&-11,-6
PABP1 MLLE inh,-9,-6,0,3,-27&-33,-2
E coli Lon inh,-1,-1,-10,-10,-8&2,-7
Tb MetRS inh,0.0,-1.1,-2.0,-0.5,-0.2&0.2,-0.2

43) O=C(Nc1ccc(F)cc1F)C1CCCN1S(=O)(=O)c1ccc(-c2ccc(=O)[nH]n2)s1 (centres undefined)
44) COc1ccccc1/C=C/C(=O)OCC(=O)Nc1cc(C(F)(F)F)ccc1N1CCOCC1
45) Cc1cccc(C(=O)NCC(=O)NCC2COc3ccccc3O2)c1 (centres undefined)
46) Cc1cc(C)cc(NS(=O)(=O)CCCS(=O)(=O)Nc2cc(C)cc(C)c2)c1
47) O=C1C=C(OCCF)CC(c2ccc(Br)cc2)O1 (centres undefined)
48) Cc1ccccc1C(=O)NNC(=O)c1cc(S(=O)(=O)N2CCOCC2)ccc1C
49) COc1ccccc1C(=O)NNC(=O)c1ccc2ccccc2c1
50) COc1ccc(CCn2c(-c3ccco3)nc3nc4ccccc4nc32)cc1
51) O=C(NC1CC1)C1CC(=O)N(c2ccccc2)C1 (centres undefined)

Compound,43,44,45,46,47,48,49,50,51
MsrA inh,1.3,-0.8,-0.3,0.2,-0.4,-0.3,0.2,1.0,-0.8
MT1-MMP act inh,-7,1,1,-4,5,11,0,-46,4
CendR NRP1 mod,7,-8,-54,1,5,14,-9,-40,1
MsrA act,-6,-3,-5,1,x,-13,-3,-4,0
SKN-1 inh,-1,8,7,5,2,-4,1,5,11
FAS TE block,-1,21,-7,20,x,-3,-4,6,0
PABP1 MLLE inh,10,4,-5,10,x,-6,-3,-46,19
E coli Lon inh,2,1,6,5,x,-5,-1,-137,-5
Tb MetRS inh,-0.1,-1.3,-0.4,-0.2,1.2,0.0,-0.3,0.0,-0.2
